Bioassay records deposited in PubChem BioAssay by Broad Institute.
S100A4 MyoIIA = inhibitors of S100A4-myosin IIA peptide binding, primary screen, biochemical, fluorescence polarization, TAMRA-MyoIIA peptide | inhibition, % at 10.7 µM | 0.14% of 360,000 active | Protein S100-A4 (Homo sapiens), P26447 | AID 652163, 2013;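 active = mean inhibition of at least 70% across replicates, with every replicate also reaching that level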
Target sequence (P26447 whole entry, looked up): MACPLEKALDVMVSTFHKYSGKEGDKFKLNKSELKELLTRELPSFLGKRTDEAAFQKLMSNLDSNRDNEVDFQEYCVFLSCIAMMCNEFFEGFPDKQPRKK
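Assay system: human S100A4 monomer with TAMRA-labelled myosin IIA peptide / Buffer or medium: Calcium-containing HEPES buffer, pH 7.2 / Reagent: TAMRA-labelled myosin IIA heavy-chain peptide probe, 5 nM / Compound: one dose per compound / Timing: polarization read 5 min after assay mix addition, stable 5–60 min / Benchmarks: neutral control DMSO, positive control TFP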
FN deposition inh = inhibitors of fibronectin matrix deposition, primary screen, AH1F cells, Alexa488-fibronectin fluorescence, plate reader | inhibition, % at 12.6 µM | AID 743247, 2014 | AH1F fibroblasts, overnight | 0.086% of 350,000 active;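 active = mean inhibition across replicates of 30% or more, regardless of how many single replicates reach that level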;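 note: positive control wells lacked labelled fibronectin entirely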
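Material: AH1F fibroblast monolayer depositing Alexa488-labelled fibronectin into matrix / Amount: 10000 AH1F cells per well / Signal: fluorescence 485/525 nm / Medium: DMEM, 2% serum / Compound: single dose, pinned / Incubation: 1 h cell adhesion before compound, then overnight fibronectin incubation / Reagent: Alexa488-FN, 24 nM final / Read-out: inhibition of fibronectin deposition signal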
RAD54 branch = inhibitors of human RAD54 branch migration, primary screen, biochemical, fluorescence, single point. RAD54 Holliday junction branch migration, FAM/BHQ fluorescence. AID 602329, 2012. 0.14% of 360,000 active. DNA repair and recombination protein RAD54-like (Homo sapiens), Q92698. inhibition, % at 10.4 µM;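 active = mean normalized replicate activity at least 40 and at least half of replicates scoring 40 or more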;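 note: 0% = median of neutral control wells and 100% = median of positive control wells; inhibitors cause a drop in the FAM fluorescence signal; in these data hits start at about 50%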
EWS-Fli block = EWS/Fli-driven NR0B1 reporter inhibitors, primary screen, A673 cells, NR0B1 luciferase, luminescence, MLPCN library. inhibition, % at 12.6 µM. viability-normalised. 0.67% of 350,000 active. AID 651661, 2012;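 active = mean inhibition of at least 50% after viability correction, with every replicate also passing that limit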;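 note: firefly luciferase signal divided by Alamar Blue viability fluorescence both relative to DMSO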
XiGFP reactiv = activators of inactive X chromosome reactivation, primary screen, imaging, XiGFP fibroblasts, GFP high-content imaging, set 2. XiGFP mouse fibroblasts, % GFP-positive cells imaging, 3 d; cells co-treated with 5-aza-dC sensitizer; scaled so ellipticine positive control = 100%. 0.055% of 360,000 active. activation, % at 7.58 µM. AID 743238, 2013;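 active = mean normalized replicate activation at least 10% and every replicate at or above 10%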;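 note: 0% = median of on-plate neutral control wells and 100% = ellipticine 6 µM median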
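System: SV40-immortalized XiGFP fibroblast cells, line 68-5-11 / Incubation: 3-day compound exposure, then 15 min fixation at room temperature / Compound: single concentration per compound, delivered by pin transfer / Buffer or medium: DMEM plus 5-aza-dC sensitizer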
E-sel inducer = E-selectin induction in HUVECs, primary screen, imaging, HUVEC, immunofluorescence imaging, single point | P16581 | normalized: neutral wells 0, TNF-alpha wells 100 | 0.37% of 260,000 active | activation, % at 7.58 µM;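 active = mean E-selectin-positive cell signal at least 10% of the positive control, reached in at least 60% of replicates, without over 20% cell loss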;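 note: in these data hits start at about 27%; measured in HUVEC primary endothelial cells; signal is the percent of cells scored E-selectin positive by PE staining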
Target sequence (P16581 whole entry, looked up): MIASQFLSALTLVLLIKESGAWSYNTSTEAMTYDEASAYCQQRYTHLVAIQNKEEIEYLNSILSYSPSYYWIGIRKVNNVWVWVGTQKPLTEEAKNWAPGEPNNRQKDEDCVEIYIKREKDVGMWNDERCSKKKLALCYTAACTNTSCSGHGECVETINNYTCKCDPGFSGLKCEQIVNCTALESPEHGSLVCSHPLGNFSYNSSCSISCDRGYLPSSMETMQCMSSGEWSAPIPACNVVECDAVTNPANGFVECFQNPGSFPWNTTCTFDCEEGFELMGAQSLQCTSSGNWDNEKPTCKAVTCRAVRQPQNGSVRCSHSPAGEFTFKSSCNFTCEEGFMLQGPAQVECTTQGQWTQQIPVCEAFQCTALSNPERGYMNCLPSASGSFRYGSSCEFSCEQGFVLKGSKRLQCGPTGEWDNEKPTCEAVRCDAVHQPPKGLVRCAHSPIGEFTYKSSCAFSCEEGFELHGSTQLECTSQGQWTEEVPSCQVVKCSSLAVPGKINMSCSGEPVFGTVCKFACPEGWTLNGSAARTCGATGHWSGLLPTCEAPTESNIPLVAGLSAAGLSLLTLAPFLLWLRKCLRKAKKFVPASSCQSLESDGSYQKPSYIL
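assay system = HUVEC, human umbilical vein endothelial cells | input = 3,000 HUVEC seeded per well | medium = EGM-2 growth medium on 0.1% gelatin-coated wells | dosing = one compound dose added by pin transfer | signal = immunofluorescence imaging | read-out basis = % PE-positive cells | control set = TNF-alpha, DMSO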
esBAF inh = Bmi1 luciferase reporter increase in mESCs, primary screen, esBAF inhibitor project, mouse ES cells, Bmi1 luciferase knock-in, single point; 24 h; 100% = twice the neutral-well signal; reporter increase, % at 12.5 µM; 2% of 350,000 active; AID 602393, 2012; in the data active = activation above about 40%;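 note: 0% = median of the plate's neutral control wells and 100% = double that signal; a rise in the Bmi1 reporter signal indicates esBAF inhibition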
RAD52 inh = RAD52 DNA annealing inhibitors, primary screen, biochemical, FRET, single point, set 2 | DNA repair protein RAD52 homolog (Homo sapiens), P43351 | recombinant RAD52 DNA annealing, FRET fluorescence | inhibition, % at 18.7 µM | 0.46% of 360,000 active;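 active = every replicate showing at least 50% inhibition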
Active calls of the source: *; · = no result given.

Order of results – S100A4 MyoIIA	FN deposition inh	RAD54 branch	EWS-Fli block	XiGFP reactiv	E-sel inducer	esBAF inh	RAD52 inh
- Cc1cc(NC(=O)c2ccc(F)cc2F)n(-c2nc3ccccc3[nH]2)n1
    0	·	0	21	·	·	2	-6
- O=C(O)/C=C\C(=O)Nc1ccc(N2CCN(c3ccc(F)cc3)CC2)cc1
    -1	-7	-1	6	0.2	·	-3	-6
- CN(c1ccccc1)S(=O)(=O)c1ccc(Cl)c(C(=O)OCC(=O)c2c(N)n(C)c(=O)n(C)c2=O)c1
    -2	-2	-1	1	0.1	-0.2	7	-22
- CC(=O)NCc1nc2ccccc2n1Cc1ccccc1F
    ·	9	-2	·	·	-0.1	-2	·
- COc1cccc(-c2nc(CS(=O)(=O)CC(=O)NCc3ccccc3OC)c(C)o2)c1
    -2	0	-2	-10	0.0	·	-12	-7
- CN(C)CCCNC(=O)C[C@H]1CC[C@@H]2[C@@H](COc3ccc(NS(C)(=O)=O)cc3C(=O)N2C)O1
    -13	-6	-4	-16	0.2	0.0	9	1
- c1ccc(OCc2nnc3n2N=C(c2ccccc2)CS3)cc1
    0	2	·	-78	0.0	·	·	-13
- Cc1ccc(Cn2nnc3c(=O)n(CC(=O)NCc4ccco4)cnc32)cc1
    -43	·	-14	0	·	·	-5	8
- CC(C)CNC(=O)C1c2ccccc2Oc2ccccc21
    -1	·	·	-10	0.0	·	·	-6
- O=C(COC(=O)c1ccccc1SCC(=O)N1CCCC1)Nc1ccccc1C(F)(F)F
    -5	·	-14	4	0.1	-0.1	-5	-5
- C[C@H](CO)N1C[C@H](C)[C@H](CN(C)S(=O)(=O)c2cn(C)cn2)Oc2ccc(NS(=O)(=O)c3ccc(F)cc3)cc2CC1=O
    -7	·	4	-11	-0.5	-0.1	-3	1
- CC(=O)Cc1cc(O)c2ccccc2c1OC(=O)c1ccccc1
    0	-2	·	-6	0.4	·	·	-14
- Cc1cc(C)c(NC(=O)C(C)N2CCCCCC2)c(C)c1 (stereo not given)
    -1	0	-8	-31	0.1	·	3	-5
- CC(Sc1nnc(COc2ccccc2)n1Cc1ccccc1)C(=O)O (stereo not given)
    1	0	2	1	-0.1	1.8	0	-8
- COc1ccc(Br)cc1/C=N/NC(=O)CN1CCN(Cc2ccccc2)CC1
    1	-8	-1	0	0.0	0.3	·	16

Looked up by structure from the list above, 4 records:
Order of results – S100A4 MyoIIA	FN deposition inh	RAD54 branch	EWS-Fli block	XiGFP reactiv	E-sel inducer	esBAF inh	RAD52 inh
- Cc1cc(C)c(NC(=O)C(C)N2CCCCCC2)c(C)c1 (stereo not given)
    -1	0	-8	-31	0.1	·	3	-5
- Cc1cc(NC(=O)c2ccc(F)cc2F)n(-c2nc3ccccc3[nH]2)n1
    0	·	0	21	·	·	2	-6
- CC(=O)NCc1nc2ccccc2n1Cc1ccccc1F
    ·	9	-2	·	·	-0.1	-2	·
- c1ccc(OCc2nnc3n2N=C(c2ccccc2)CS3)cc1
    0	2	·	-78	0.0	·	·	-13

Not a retest: entries from further up.
Order of results – S100A4 MyoIIA	FN deposition inh	RAD54 branch	EWS-Fli block	XiGFP reactiv	E-sel inducer	esBAF inh	RAD52 inh
- Cc1cc(C)c(NC(=O)C(C)N2CCCCCC2)c(C)c1 (stereo not given)
    -1	0	-8	-31	0.1	·	3	-5
- CC(Sc1nnc(COc2ccccc2)n1Cc1ccccc1)C(=O)O (stereo not given)
    1	0	2	1	-0.1	1.8	0	-8

(more compounds)
Order of results – S100A4 MyoIIA	FN deposition inh	RAD54 branch	EWS-Fli block	XiGFP reactiv	E-sel inducer	esBAF inh	RAD52 inh
- O=C(Nc1nnc(-c2ccccc2Cl)o1)c1nc2ccccc2s1
    -26	-11	9	-27	-0.1	0.2	3	-25
- C[C@H](CO)N1C[C@H](C)[C@@H](CN(C)C(=O)Nc2ccccc2)Oc2ccc(NS(C)(=O)=O)cc2CC1=O
    -1	-12	-12	4	-1.2	-3.2	-4	5
- C[C@H](CO)N1C[C@H](C)[C@@H](CN(C)C(=O)Nc2ccccc2)OCCCC[C@H](C)Oc2ccc(NC(=O)CCC(F)(F)F)cc2C1=O
    -7	-1	-3	-4	0.0	·	2	14
- COc1cccc(CNC(=O)CCCn2ccc3cc(S(=O)(=O)N4CCCC4)ccc32)c1
    -9	4	6	16	0.0	·	13	-11
- Cc1ccc(/C=N\NC(=O)c2ccc3c(c2)OCO3)o1
    -7	-7	2	-70	0.2	·	27	-5
- CCOC(=O)c1cc(C)[nH]c1C
    2	3	·	-70	0.2	·	·	-2
- CCCS(=O)(=O)NC(=O)C1(C)CCN(C(=O)Cc2ccc(OC)c(OC)c2)C1 (stereo not given)
    1	·	-8	6	0.1	·	-7	-5
- O=C(COC(=O)c1cc[n+]([O-])cc1)NCc1ccccc1Cl
    1	-6	·	4	0.0	2.0	·	-14
- COc1ccc(/C=N/NC(=O)c2[nH]c3ccc(Cl)cc3c2-c2ccccc2)c(C(=O)O)c1OC
    -5	-12	-18	18	0.1	·	-51	5
- CCCC#Cc1ccc2c(c1)O[C@H](CN(C)C(=O)NCCC)[C@H](C)CN([C@H](C)CO)S2(=O)=O
    -1	·	-2	17	-0.2	-0.3	-8	9
- NC(=O)c1ncn([C@@H]2O[C@H](CN=C3NS(=O)(=O)c4ccccc43)[C@@H](O)[C@H]2O)n1
    1	6	-11	6	1.2	0.0	4	10
- COc1cccc(NC(=O)c2cc3ccccc3oc2=O)c1
    0	-4	-8	33	0.0	·	-62	-2
- O=C(c1ccco1)N1CCN(c2ccc([N+](=O)[O-])cc2F)CC1
    3	·	-11	-17	0.1	-0.3	7	-19
- CCN1CCCc2cc(CN(CCN3CCOCC3)C(=S)Nc3ccc(OC)c(Cl)c3)ccc21
    -4	5	·	1	·	1.3	10	14
- CCC(C(=O)NC1CCCC1)N(Cc1ccc2c(c1)OCO2)C(=O)c1snc(C(N)=O)c1N (stereo not given)
    4	·	2	10	·	·	-1	2
- CN1CCC(N(C)S(=O)(=O)c2ccc(NC(=O)Cc3ccc(F)cc3)cc2)CC1
    -7	7	6	-1	0.3	·	-4	-2
- CN(C)c1ccc2c(c1)[C@H]1C[C@@H](CC(=O)NCc3ccc(Cl)cc3)O[C@@H](CO)[C@H]1O2
    1	3	-11	-5	0.0	-0.6	-2	-26
- COc1ccccc1NS(=O)(=O)c1cc(NC(=O)c2sc3cc(Cl)ccc3c2Cl)ccc1C
    0	-1	·	10	0.2	·	·	-7
- Cc1ccccc1COC(=O)c1nn(-c2ccccc2)nc1N
    -10	31*	·	2	0.1	·	·	4
- CCCC(=O)N(Cc1cc(=O)[nH]c2ccccc12)c1ccc(OC)cc1
    7	5	·	9	0.0	-0.3	·	5
- CC(C)CNc1nc(SCC(=O)Nc2ccccc2)nc(N2CCOCC2)n1
    -3	7	·	-5	0.3	1.0	·	-11
- Nc1nnc(Cc2ccccc2F)s1
    -1	-14	·	-4	0.0	-0.9	·	-7
- COc1ccc(S(=O)(=O)Nc2ccc3c(c2)C(=O)N([C@H](C)CO)C[C@H](C)[C@H](CN(C)S(=O)(=O)c2ccc(OC)cc2)O3)cc1
    -14	·	-1	3	0.1	-0.5	-1	-21
- Cn1cc(Cc2ccc(C(=O)N3CCOCC3)cn2)c2ccccc21
    17	10	-5	4	0.0	-1.7	2	-29
- CN(Cc1ccc(F)cc1)C(=O)CNC(=O)c1ccc2c(c1)OCO2
    1	·	-3	0	-0.1	1.4	·	-10
- COc1ccc(CCNC(=O)c2ccc3ccccc3n2)cc1
    -9	1	-7	-64	0.0	·	36	-36
- C[C@H]1CN([C@@H](C)CO)C(=O)Cc2cc(NC(=O)Nc3ccc(F)cc3)ccc2O[C@H]1CN(C)Cc1ccc(Cl)c(Cl)c1
    -22	2	7	-12	0.1	-0.1	2	0
- O=C(COc1cccc(Cl)c1)NCC(c1cccs1)N1CCOCC1 (stereo not given)
    -11	0	-15	-3	0.0	-0.4	-5	-19
- Cc1nc(CCNS(=O)(=O)c2cccnc2)cs1
    -3	9	3	0	0.2	2.8	·	-9

Five compounds from above, ordered by length of the SMILES, low to high.
Order of results – S100A4 MyoIIA	FN deposition inh	RAD54 branch	EWS-Fli block	XiGFP reactiv	E-sel inducer	esBAF inh	RAD52 inh
- COc1ccc(CCNC(=O)c2ccc3ccccc3n2)cc1
    -9	1	-7	-64	0.0	·	36	-36
- O=C(COc1cccc(Cl)c1)NCC(c1cccs1)N1CCOCC1 (stereo not given)
    -11	0	-15	-3	0.0	-0.4	-5	-19
- Cn1cc(Cc2ccc(C(=O)N3CCOCC3)cn2)c2ccccc21
    17	10	-5	4	0.0	-1.7	2	-29
- CN1CCC(N(C)S(=O)(=O)c2ccc(NC(=O)Cc3ccc(F)cc3)cc2)CC1
    -7	7	6	-1	0.3	·	-4	-2
- C[C@H]1CN([C@@H](C)CO)C(=O)Cc2cc(NC(=O)Nc3ccc(F)cc3)ccc2O[C@H]1CN(C)Cc1ccc(Cl)c(Cl)c1
    -22	2	7	-12	0.1	-0.1	2	0
